TNAP act hi DEA – TNAP activators at high phosphate acceptor level, primary screen, biochemical, luminescence, uHTS | purified TNAP, CDP-star luminescence, 1 M DEA, 30 min; stronger effect = higher value; 0 = EDTA background, 1 = DMSO-only activity | Alkaline phosphatase, tissue-nonspecific isozyme (Homo sapiens), P05186 | activation factor at 20 µM | 200,000 tested, under 10 active;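 active = activation factor at least 2 at 20 µM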
Target sequence (P05186 whole entry, looked up): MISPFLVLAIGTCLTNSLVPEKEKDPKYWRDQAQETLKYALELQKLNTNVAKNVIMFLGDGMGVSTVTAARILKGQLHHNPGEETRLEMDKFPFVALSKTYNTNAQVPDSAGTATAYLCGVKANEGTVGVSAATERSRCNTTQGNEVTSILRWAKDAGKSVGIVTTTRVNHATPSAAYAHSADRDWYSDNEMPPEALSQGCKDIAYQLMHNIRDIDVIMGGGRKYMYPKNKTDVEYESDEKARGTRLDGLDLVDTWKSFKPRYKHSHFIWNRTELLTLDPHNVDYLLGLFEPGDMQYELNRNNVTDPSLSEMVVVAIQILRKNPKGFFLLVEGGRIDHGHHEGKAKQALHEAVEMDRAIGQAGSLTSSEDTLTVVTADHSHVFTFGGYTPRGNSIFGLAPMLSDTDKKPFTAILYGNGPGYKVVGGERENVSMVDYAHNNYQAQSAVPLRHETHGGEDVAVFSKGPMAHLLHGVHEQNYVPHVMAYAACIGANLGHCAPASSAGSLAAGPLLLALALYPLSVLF
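Assay system: human TNAP; Input: enzyme diluted 1/800 final; Reagent: CDP-star luminogenic substrate at 100 µM final; Timing: 30 min, room temperature; Signal: luminescence; Evaluation: TNAP activation factor scaled between EDTA and DMSO control wells.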
PPARg SRC3 recr – PPARgamma agonists recruiting SRC-3 coactivator, primary screen, biochemical; biochemical PPARgamma/SRC-3 coactivator recruitment assay; activation, % at 8 µM; 200,000 tested, 0.26% active; AID 731, 2007; in the data active = activation above about 23%;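 also: 0% = DMSO and 100% = reference agonist; some compounds past the cut are filed as inactive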
Target sequence (P37231 whole entry, looked up): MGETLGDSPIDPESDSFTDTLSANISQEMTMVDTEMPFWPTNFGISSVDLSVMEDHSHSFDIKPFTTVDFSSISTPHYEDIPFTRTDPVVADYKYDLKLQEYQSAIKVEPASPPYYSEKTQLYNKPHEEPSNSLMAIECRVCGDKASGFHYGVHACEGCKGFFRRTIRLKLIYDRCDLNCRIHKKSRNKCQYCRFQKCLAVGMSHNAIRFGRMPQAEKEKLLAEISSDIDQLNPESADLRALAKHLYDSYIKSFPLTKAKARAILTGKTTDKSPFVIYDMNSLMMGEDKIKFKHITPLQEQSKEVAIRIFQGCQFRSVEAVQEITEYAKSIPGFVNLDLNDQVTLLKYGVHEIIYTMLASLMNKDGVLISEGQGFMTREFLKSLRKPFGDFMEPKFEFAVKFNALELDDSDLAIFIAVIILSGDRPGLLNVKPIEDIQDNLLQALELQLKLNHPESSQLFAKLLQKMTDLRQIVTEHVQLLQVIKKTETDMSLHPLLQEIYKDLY
TNAP inh hiacc – human TNAP enzyme inhibitors, primary screen, biochemical, luminescent, high phosphate acceptor level, uHTS; Alkaline phosphatase, tissue-nonspecific isozyme (Homo sapiens), P05186; AID 1135, 2008; inhibition, % at 20 µM; 200,000 tested, 0.03% active; purified TNAP, CDP-star luminescence, 1 M DEA;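 active = over 50% inhibition of tissue-nonspecific alkaline phosphatase at 20 µM in the single-dose screen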;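 also: plate controls were DMSO wells for no effect and EDTA-quenched wells as full inhibition for full effect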
PPARg SRC2 recr – agonists of PPARg-SRC-2 recruitment, primary screen, biochemical, HTS; PPARgamma LBD-SRC-2 recruitment; activation, % at 8 µM; 200,000 tested, 0.34% active; AID 1032, 2008; in the data active = activation above about 22%;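 also: 0% = vehicle and 100% = reference agonist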
Efa HMGR inh – inhibitors of E. faecalis class II HMGR, primary screen, biochemical, Enterococcus faecalis; HMG-CoA reductase (Enterococcus faecalis, mvaE); AID 1066, 2008; inhibition, % at 10 µM; purified E. faecalis HMGR, NADPH absorbance 340 nm kinetic; 190,000 tested, 0.41% active;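 active = inhibition above a set limit, the median over all tested compounds plus 3 SD, cut at about 9.5% in these data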;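 also: enzyme runs in reverse so mevalonate oxidation gives rising NADPH absorbance; 0% = complete reaction with DMSO and 100% = background rate lacking mevalonate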
TNAP inh no acc – human TNAP enzyme inhibitors, primary screen, biochemical, luminescent, no phosphate acceptor, uHTS; Alkaline phosphatase, tissue-nonspecific isozyme (Homo sapiens), P05186; 200,000 tested, 0.26% active; AID 1012, 2008; purified TNAP, CDP-star luminescence, 30 min; inhibition, % at 20 µM;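 active = tissue-nonspecific alkaline phosphatase inhibition above about 50% at 20 µM in the single-dose screen, limit read from the data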;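 also: 0% = DMSO negative control and 100% = EDTA positive control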
PPARg SRC1 recr – PPARgamma agonists recruiting SRC-1 coactivator, primary screen, biochemical. Peroxisome proliferator-activated receptor gamma (Homo sapiens), P37231. PPARgamma-SRC-1 coactivator recruitment biochemical assay. AID 631, 2007. activation, % at 8 µM. 200,000 tested, 0.41% active; in the data active = activation above about 19%;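 also: 0% = DMSO and 100% = reference agonist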
bIAP act – bovine intestinal alkaline phosphatase activators, primary screen, biochemical, bovine IAP, CDP-star luminescence; alkaline phosphatase, intestinal [Bos taurus]; activation factor at 20 µM; purified bovine IAP, 30 min; stronger effect = higher value; fold of DMSO-control signal, blank-subtracted; 200,000 tested, 0.17% active;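 active = activation factor of 2 or more at 20 µM, a signal rise over negative controls twice the positive control's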
SRC2 TRFRET art – TR-FRET signal artefacts, primary screen, artefact control for PPARgamma SRC-2 agonist project, biochemical. TR-FRET artefact counter-screen; stronger effect = higher value. TR-FRET ratio at 8 µM. 200,000 tested, 0.4% active; in the data active = TR-FRET ratio above about 2000; also: inactives centre near 1500
bIAP inh – bovine intestinal alkaline phosphatase inhibitors, primary screen, selectivity assay for TNAP inhibitor project, biochemical, bovine IAP, CDP-star luminescence | alkaline phosphatase, intestinal [Bos taurus] | inhibition, % at 20 µM | AID 1019, 2008 | purified bovine IAP, 30 min | 190,000 tested, under 10 active;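 active = over 50% inhibition of intestinal alkaline phosphatase at 20 µM in the single-dose screen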
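System: purified bovine intestinal alkaline phosphatase (IAP) enzyme; Input: IAP diluted 1/65,000,000 in the well; Measured by: CDP-star luminescence signal; Compound dosing: 20 µM single dose; Incubation: 30 min reaction at room temperature.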
Starred values were filed as active, the others as inactive; . = not tested or not shown.

Molecule,TNAP act hi DEA,PPARg SRC3 recr,TNAP inh hiacc,PPARg SRC2 recr,Efa HMGR inh,TNAP inh no acc,PPARg SRC1 recr,bIAP act,SRC2 TRFRET art,bIAP inh
Cc1cccc(NC(=O)CCCSc2nc3ccccc3[nH]2)c1,1,4,-4,6,-2,-24,7,0.9,1680,6
CCCNC(=S)N1CCCC(c2nc3ccccc3[nH]2)C1 (stereo not given),1,1,-5,-2,-12,-8,4,1.1,1396,-11
COCCn1nnnc1C(CC(C)C)N1CCN(c2nc3ccccc3s2)CC1 (stereo not given),1.1,-2,-7,13,1,-10,-1,1,1563,-3
COc1ccccc1CNC(=O)C1CCC1,1,-3,-5,-6,-10,-9,8,1,1740,4
Clc1ccccc1COc1ccccc1-c1nnco1,1,9,-2,10,-9,-8,-2,1.1,1713,-9
CCOC(=O)C1CCN(C(=O)CCc2c(C)nc3ncnn3c2C)CC1,1.1,-12,-7,0,0,-36,0,1,1392,5
COc1ccc(CNC(=O)CCNS(=O)(=O)c2ccc(Cl)cc2)cc1,1,-1,4,8,-1,-3,-1,1,1592,-3
CCOc1ccc(-c2nc(S(=O)(=O)c3ccccc3)c(N3CCOCC3)o2)cc1,1.1,1,-6,-8,4,-10,3,1.1,1334,-7
CCc1nnc(NC(=O)Cc2ccc(Br)cc2)s1,1,-3,-3,-10,2,-4,1,0.9,1400,6
Cc1ccc(CNC(=O)C(=O)NCC2OCCN2S(=O)(=O)c2cccs2)cc1 (stereo not given),1,3,0,8,7,-5,1,0.9,1485,12
CN1CCN(CCCNC(=O)c2cc3c(=O)n(C)c4ccccc4c3s2)CC1,1.1,-1,-6,-2,-2,-16,0,1,1541,-1
CCc1ccccc1OCC(=O)NC1CCCC1,1,5,-3,3,-2,-11,1,0.9,1540,9
CCn1c(SCC(=O)NNC(=O)c2ccccc2)nnc1-c1ccncc1,1,-4,2,6,-2,-8,5,1.2,1433,-22
Cc1ccc(NC2c3ncccc3C(=O)N2Cc2ccc(F)cc2)cc1 (stereo not given),1,3,-3,3,-3,-11,0,1,1461,3
CCOC(=O)C1=C(C)Nc2nc(C)nn2C1c1ccc(OC)c(OC)c1 (stereo not given),1,4,-4,0,-4,-7,-1,1,1568,4
CCC1CCCCN1Cc1nc2c(c(=O)n(C)c(=O)n2C)n1Cc1cccc2ccccc12 (stereo not given),1,.,1,.,.,-4,.,1,.,3
CCOc1ccc2nc(NC(=O)C3CCCN(S(=O)(=O)c4cccs4)C3)sc2c1 (stereo not given),1,-3,0,10,-1,-2,8,1,1563,-1
CCCNC(=O)[C@H](Cc1c[nH]c2ccccc12)NC(=O)c1ccccc1Cl,1,-2,0,1,0,-14,-5,0.9,1393,6
Cc1csc(NC(=O)CSc2ccc(-c3ccccc3)nn2)n1,1,1,-2,12,1,-11,0,1,1705,1
CCOC(=O)N1CCN(C(=O)c2ccc3c(c2)sc2nc(-c4ccc(OC)cc4)cn23)CC1,1,4,0,4,2,-6,8,1.1,1723,-7
O=C(c1cccc(S(=O)(=O)N2CCCCC2)c1)N1CCOCC1,1,7,-4,3,-3,-14,1,1,1693,-3
O=C(NCc1ccco1)c1c(O)c2cccc3c2n(c1=O)CCC3,1,4,-3,4,-1,-4,3,0.9,1373,9
COc1ccccc1CCc1nnc(CCC(=O)NCCOc2cccnc2)o1,1.1,0,-7,2,-2,-9,1,1,1425,-5
COC(=O)CSc1nc(Cc2ccccc2)nc2ccccc12,1,4,-3,5,-4,-11,7,0.9,1506,7
O=Cc1cccc(Oc2ccc([N+](=O)[O-])cc2[N+](=O)[O-])c1,1.1,-1,-8,-3,-8,-12,-4,0.9,1399,12
c1ccc(Nc2scc(-c3ccccc3)[n+]2Cc2ccco2)cc1,1.1,-1,-6,11,1,-16,2,0.8,1685,24
NC(=S)NNC(=O)c1cccc(Br)c1,1,4,-3,13,17*,-102,8,1.1,1820,-6
Cc1cccc(CSc2nnc(NC(=O)CSc3nnc(C)s3)s2)c1,1.1,2,-5,3,-4,-14,4,0.9,1496,6
Cc1cc(Nc2cccc(Cl)c2)n2ncnc2n1,1.1,0,-5,6,1,-15,-1,0.9,1667,13
O=C(CSc1ccc(-c2ccccn2)nn1)N1CCCC1,1,2,0,-15,-5,-10,-12,0.9,1272,6
NC1=NC(=O)C(Cc2cccc(Cl)c2)S1 (stereo not given),1,0,2,2,1,-16,8,0.9,1488,8
Cc1nnc(-c2cccc(Br)c2)c2cn(-c3ccc(Br)cc3)nc12,1,7,-4,16,-3,5,4,1,1740,4
Cc1[nH]n(-c2ccccc2)c(=O)c1N=Nc1ccccc1,0.9,4,6,2,-2,3,6,0.9,1300,7
CCn1c(=O)cc(OCC(=O)Nc2ccccc2C#N)c2ccccc21,1,2,-2,6,-11,-1,3,0.8,1463,20
COc1cccc(-c2csc(NC(=O)Oc3ccccc3)n2)c1,1,13,-2,4,0,-7,2,1,1558,-2
CC1CC(C(F)(F)F)n2nc(C(=O)O)cc2N1 (stereo not given),0.9,-15,6,0,1,9,-5,0.9,1390,7
Cc1c(C(=O)NC(C)C)oc2c1-c1[nH]ncc1CC2,1,-14,0,5,5,-3,8,0.9,1500,9
NC(=O)c1cccc(S(=O)(=O)N2CCCCC2)c1,1,-7,-4,-4,2,-14,1,1,1504,3
COc1ccc(C2(C(=O)NCCCN3CCOCC3)CCOCC2)cc1,1,5,0,3,2,-2,5,0.9,1397,5
CC(C)CC(NC(=O)COc1ccccc1)C(=O)O (stereo not given),1,12,-4,-3,-1,-12,6,0.9,1564,8
CCOc1ccccc1N=c1oc2cc(O)ccc2cc1C(=O)NCC1CCCO1 (stereo not given),0.9,-4,8,14,-1,2,8,0.9,1491,13
CN1Cc2c(N3CCOCC3)nc(SCc3ccccc3)c(C#N)c2CC1(C)C,1,1,2,5,-5,-1,2,1.1,1493,-7
CSc1cccc(NC(=O)COc2ccccc2C)c1,1.1,-3,-6,-2,-2,-20,2,0.8,1614,16
COc1ccc(NS(=O)(=O)c2cc(NC(=O)c3ccco3)ccc2N2CCCCC2)cc1,1,3,0,0,0,9,0,1.1,1586,-15
Cc1ccc(C2=NN(C(=O)CSc3nc4ncc(Cl)cc4[nH]3)C(c3ccco3)C2)cc1 (stereo not given),1.1,4,-5,3,2,-8,10,1,1630,-5
O=c1[nH]c(-c2ccccn2)nc(C(F)(F)F)c1Br,1,1,-2,0,-3,-21,8,1.1,1728,-5
Cc1nn(C)c(C)c1NC(=O)CC12CC3CC(CC(C3)C1)C2,1,4,-5,6,4,-18,0,1,1644,0
O=C(N/N=C/c1ccco1)c1ccc(Br)o1,1,3,-4,-4,-2,-6,-1,0.9,1462,6
COC(=O)c1ccc(C)c(NS(=O)(=O)c2ccc(C)c([N+](=O)[O-])c2)c1,1,16,-4,3,-2,-5,4,0.9,1517,8
Cc1cc(NC(=O)CSc2nc3ccccc3c(=O)n2Cc2ccccc2)no1,1,-9,2,-15,-4,-5,-4,0.9,1496,9
CCOC(=O)c1sc(=S)n(Cc2ccccc2)c1N,1,13,1,6,-1,0,16,0.6,1688,36
CCSc1nnc(NC(=O)CSc2nnc(CNC(=O)c3ccccc3F)o2)s1,1,0,-2,-11,-4,0,-2,1,1332,0
OCCCC1CCCN(Cc2cn[nH]c2-c2ccc(F)cc2F)C1 (stereo not given),1,-2,-2,9,-1,53*,3,1,1616,0
CC(NC(=S)NCCc1ccccc1)C(c1cccs1)N1CCN(C)CC1 (stereo not given),1,0,0,-5,-5,-3,-2,1,1174,-4
CCC(Sc1nc(C)cc(=O)[nH]1)C(=O)Nc1nnc(C)s1 (stereo not given),1,11,0,-1,-3,2,1,1,1491,4
COCCn1nnnc1CN1C2CCCC1CC(NC(C)=O)C2 (stereo not given),1,8,-3,6,0,-9,6,0.9,1560,7
O=C1CCCC(O)=C1C1C2=C(CCCC2=O)Oc2ccccc21 (stereo not given),1,-7,-2,3,0,-9,1,1,1629,0
Cc1ccc2cc(CCNC(=O)c3c(-c4ccccc4Cl)noc3C)c(=O)[nH]c2c1,1,6,-1,0,-1,6,1,0.9,1624,14
CCCn1c2c(c(O)c(C(=O)Nc3ncccc3O)c1=O)CCCC2,1,-2,-5,-1,-6,-17,8,1,1648,-4
O=C(COc1ccccc1)Nc1ccc2c(c1)Cc1cc(NC(=O)COc3ccccc3)ccc1-2,1.1,3,-5,4,-7,-15,-4,1.6,1553,-61

Next part; the last 3 above are carried over.
Molecule,TNAP act hi DEA,PPARg SRC3 recr,TNAP inh hiacc,PPARg SRC2 recr,Efa HMGR inh,TNAP inh no acc,PPARg SRC1 recr,bIAP act,SRC2 TRFRET art,bIAP inh
Cc1ccc2cc(CCNC(=O)c3c(-c4ccccc4Cl)noc3C)c(=O)[nH]c2c1,1,6,-1,0,-1,6,1,0.9,1624,14
CCCn1c2c(c(O)c(C(=O)Nc3ncccc3O)c1=O)CCCC2,1,-2,-5,-1,-6,-17,8,1,1648,-4
O=C(COc1ccccc1)Nc1ccc2c(c1)Cc1cc(NC(=O)COc3ccccc3)ccc1-2,1.1,3,-5,4,-7,-15,-4,1.6,1553,-61
CCN1CCCC1CNC(=O)C(=O)Nc1cccc(OC)c1 (stereo not given),1,1,-2,-4,-4,-21,3,0.9,1455,12
Cc1ccc(NC(=O)c2ccc(NCCc3ccccc3)c([N+](=O)[O-])c2)cc1F,0.9,4,11,13,-9,-8,6,0.9,1815,9
CCS(=O)(=O)Nc1ccc(-c2cc(-c3ccccc3)c3cc(C)ccc3n2)cc1,1,1,-1,11,-2,-6,2,1,1710,1
CCN(CC)CCOCCOc1ccccc1F,1,-2,3,-1,-5,-8,-3,1,1467,1
C/C(=N\N=C(N)N)c1cccc([N+](=O)[O-])c1,1,-1,3,-2,-1,2,2,0.9,1460,11
COc1ccc(NC(=O)CN2CCC3(O)CCCCC3C2c2ccccc2OC)cc1 (stereo not given),1.1,11,-11,-1,-5,-5,3,1,1270,-4
Cc1ccc(C(=O)NCC(=O)O)s1,1,2,-2,3,-1,4,0,1,1523,1

Assay outcomes: PubChem, several laboratories

Compounds as they come; about 1.6% have a hit in one of these screens.
